KCNQ2 inh: KCNQ2 channel blockers in CHO-K1 cells – cell-based, FluxOR thallium flux, B-score, primary screen (AID 2156); actives 1.1% (n = 310,000); B-score at 10 µM; 20 min; hits give low values; O88943;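 active = fluorescence ratio B-score at most minus 3 library SDs, with starting brightness B-score within 2 library SDs, cut at about -5.5 in these data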
Target sequence (O88943 whole entry, looked up): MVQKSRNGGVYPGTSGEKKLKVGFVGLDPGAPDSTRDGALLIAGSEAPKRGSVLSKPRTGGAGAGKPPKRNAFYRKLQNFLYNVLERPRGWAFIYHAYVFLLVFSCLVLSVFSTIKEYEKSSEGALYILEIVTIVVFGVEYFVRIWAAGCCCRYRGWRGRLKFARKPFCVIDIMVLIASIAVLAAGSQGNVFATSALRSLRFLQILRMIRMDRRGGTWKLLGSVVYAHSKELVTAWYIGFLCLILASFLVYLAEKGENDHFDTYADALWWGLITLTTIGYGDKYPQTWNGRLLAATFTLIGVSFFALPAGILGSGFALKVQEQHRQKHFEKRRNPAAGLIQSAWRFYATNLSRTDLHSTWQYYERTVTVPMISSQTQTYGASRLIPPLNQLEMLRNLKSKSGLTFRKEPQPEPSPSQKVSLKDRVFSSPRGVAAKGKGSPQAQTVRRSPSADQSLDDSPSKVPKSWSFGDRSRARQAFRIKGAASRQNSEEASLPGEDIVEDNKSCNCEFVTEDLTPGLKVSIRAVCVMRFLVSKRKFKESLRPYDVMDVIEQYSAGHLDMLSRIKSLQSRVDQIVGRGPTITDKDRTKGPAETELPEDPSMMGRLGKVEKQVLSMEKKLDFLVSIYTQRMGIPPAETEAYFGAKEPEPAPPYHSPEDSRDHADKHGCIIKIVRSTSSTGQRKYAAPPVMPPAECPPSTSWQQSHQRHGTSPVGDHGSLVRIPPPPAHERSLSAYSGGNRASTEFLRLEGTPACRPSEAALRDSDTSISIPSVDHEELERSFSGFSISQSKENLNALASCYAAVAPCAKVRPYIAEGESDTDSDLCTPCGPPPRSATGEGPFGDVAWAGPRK
Kir21 block: Kir2.1 (mouse) channel inhibition; P35561; HEK293-Kir2.1, FluxOR thallium flux fluorescence; hits give low values; B-score at 10 µM; actives 0.85% (n = 310,000);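 active = fluorescence ratio B-score at or below minus 3 SD of library scores, with starting-brightness B-score within 2 SD, cut at about -4.2 in these data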;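 also: channel flux triggered by added potassium and thallium sulfate stimulus; B-score of peak minus minimum fluorescence over baseline after thallium stimulus; more negative B-score means stronger Kir2.1 block with less thallium influx; some compounds called inactive have numbers as strong as hits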
CHT block: inhibitors of human choline transporter CHT; Q9GZV3; CHT-expressing cells, membrane potential dye, choline response; hits give low values; B-score at 10 µM; actives 0.86% (n = 310,000);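 active = B-score over 3 SD under the library average, and starting fluorescence ratio not unusually high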;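 also: choline stimulus applied at its EC90 after an EC20 pre-addition; B-score computed on integrated fluorescence ratio after choline addition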
* = called active by the depositor; i = inactive; . = no result given.

KCNQ2 inh,Kir21 block,SMILES,CHT block
i,0.99,CCOc1cc(/C=C2/C(=N)N3OC(C)=CC3=NC2=O)ccc1OC(=O)c1ccco1,i
i,-0.42,O=C(NCc1ccccc1)NCc1cccs1,i
i,0.08,N/C(=N\OC(=O)c1ccc2c(c1)OCO2)c1ccc(Cl)cc1,i
i,-0.03,COc1ccc(CCNc2cc(C)nc3c(-c4ccccc4)cnn23)cc1OC,i
i,-0.3,COC(CNC(=O)c1c[nH]c2ccc(S(=O)(=O)N(C)c3ccc(F)cc3)cc2c1=O)OC,i
i,0.49,Cc1nccn1Cc1cccc2ccccc12,i
i,-1.63,COc1ccc(-c2nc(C#N)c(NCc3ccccc3Cl)o2)cc1OC,i
i,0.09,CCN1CC2CCCC3(C1)C(=O)NC1(CCCCC1)N=C23 (stereo unspecified),i
i,1.11,Fc1ccc(NC(=S)N2CCn3cccc3C2c2cccnc2)cc1 (stereo unspecified),i
i,-0.63,COC(=O)c1sccc1NC(=S)Nc1ccc(F)cc1F,i
i,-5.32*,Cc1[nH][nH]c(=O)c1C(c1ccc(-c2ccc(F)cc2)o1)c1c(C)[nH][nH]c1=O,i
i,0.09,CCCSc1nnc(-c2cccc(S(=O)(=O)N(C)C)c2)n1-c1cc(OC)ccc1OC,i
i,-2.22,COc1ccc(CN2C(=O)/C(=C/c3ccncc3)SC2=S)cc1,i
i,-0.27,CSc1ccc(CN(C)C(=O)c2cccc(S(=O)(=O)NCc3ccccc3)c2)cc1,i
i,-0.4,Cc1cc(/C=N/n2cnnc2)c(C)n1-c1cc(Cl)ccc1Cl,i
i,-1.46,COc1ccc(N(CC(=O)NN=C2CCN(C)CC2)S(=O)(=O)c2ccccc2)c(OC)c1,i
i,-0.34,Cc1ccccc1-n1c(SCc2c(C)noc2C)nnc1-c1ccncc1,i
i,0.69,CCC(=O)c1ccc(OCC(=O)N2CCN(c3ccccn3)CC2)cc1,i
i,-0.82,Cc1ccc(NC(=O)C(Cc2ccccc2)n2cccc2)cc1 (stereo unspecified),i
i,-1.36,C=CCC(c1ccccc1)N(C(C)=O)c1ccco1 (stereo unspecified),i
i,0.67,O=C(Nc1ccccc1)c1cc([N+](=O)[O-])ccc1Cl,i
i,-1.74,CC12CS(=O)(=O)CC1SC(=S)N2c1ccccn1 (stereo unspecified),i
i,0.17,O=C(Cn1ncc(Cl)c(Cl)c1=O)c1ccc(Cl)cc1,i
i,2.25,CCOC(=O)Cc1csc(NC(=S)NC(=O)c2ccccc2C)n1,i
i,0.72,CCOC(=O)c1sc(C)c(C(=O)NC2CCCCC2)c1N,i
i,-2.48,O=C(NCCn1ccc2ccccc21)C1CCCCC1,i
i,0.16,CC(C)S(=O)(=O)c1csc(NC(=O)Nc2ccc(Cl)cc2)c1,i
i,-2,O=c1cc(CSc2nc3cc(Cl)ccc3o2)nc2sccn12,-5.35*
i,0.61,Cc1cc(NC(=O)C(C)Sc2nc(-c3ccccc3)cc(=O)[nH]2)no1 (stereo unspecified),i
i,-0.02,CNC(=O)CSc1nnc(-c2cccnc2)n1-c1ccc(C)cc1,i
i,1.63,Cn1c(=S)[nH]c2cccnc21,i
i,-1.25,O=c1[nH]c2ccc(Cl)cc2c(O)c1-c1ccccc1,i
i,0.38,CCCCCCNC(=O)c1c(O)c2ccccc2[nH]c1=O,i
i,-0.07,Cc1cc(C)n(C(=O)CN2C(=O)c3ccccc3C2=O)n1,i
i,1.1,CCCCCC(=O)Nc1ccc(S(=O)(=O)Nc2cc(OC)nc(OC)n2)cc1,i
i,-0.14,Cc1ccccc1S(=O)(=O)Cc1ccc(C(=O)NC(C)c2ccc3c(c2)OCCO3)o1 (stereo unspecified),i
i,1.37,COc1ccc(N)cc1-n1cnnn1,i
i,-2.08,Cc1ccc(NC(=O)CN(C)Cc2nc3ccccc3c(=O)[nH]2)c(Br)c1,i
i,0.95,CCOc1cc(C(=O)Nc2ccc3c4c(cccc24)C(=O)N3CC)cc(OCC)c1OCC,i
i,-1.62,CCOC(=O)C(NC(=O)CC)(Nc1ccc(S(=O)(=O)Nc2onc(C)c2C)cc1)C(F)(F)F (stereo unspecified),i

7 of the compounds above, with two lines to a compound.
Values run as follows: KCNQ2 inh, Kir21 block, CHT block
> CCCCCCNC(=O)c1c(O)c2ccccc2[nH]c1=O
→ i, 0.38, i
> O=c1[nH]c2ccc(Cl)cc2c(O)c1-c1ccccc1
→ i, -1.25, i
> CCOC(=O)C(NC(=O)CC)(Nc1ccc(S(=O)(=O)Nc2onc(C)c2C)cc1)C(F)(F)F (stereo unspecified)
→ i, -1.62, i
> Cn1c(=S)[nH]c2cccnc21
→ i, 1.63, i
> CCOc1cc(C(=O)Nc2ccc3c4c(cccc24)C(=O)N3CC)cc(OCC)c1OCC
→ i, 0.95, i
> CCCCCC(=O)Nc1ccc(S(=O)(=O)Nc2cc(OC)nc(OC)n2)cc1
→ i, 1.1, i
> Cc1cc(C)n(C(=O)CN2C(=O)c3ccccc3C2=O)n1
→ i, -0.07, i

Continued.
KCNQ2 inh,Kir21 block,SMILES,CHT block
i,-0.36,O=C(NNS(=O)(=O)c1ccccc1)c1ccncc1,i
i,-1.13,Nn1c(SCc2cc([N+](=O)[O-])cc3c2OCOC3)nnc1-c1ccccn1,i
i,-0.64,COc1cccc(-c2c(NC(=O)c3ccco3)n(-c3ccc(C)cc3)nc(C)c2=O)c1,i
i,-1.29,CCc1ccccc1OCCCN1CCCC1,i
i,0.22,CCOC(=O)C1CCN(c2nc(-c3ccc(C)cc3)nc3ccccc23)CC1,i
i,0.01,CC(Sc1nnc(NC(=O)c2cc3ccccc3oc2=O)s1)c1ccccc1 (stereo unspecified),i
i,1.29,Cc1onc(-c2ccccc2)c1C(=O)NC(=S)NNC(=O)c1ccco1,-7.24*
i,1.45,CCOC(=O)Cc1csc(/N=C/c2c(O)n(-c3ccc(C)cc3C)c(=O)c3ccccc23)n1,i
i,1.37,COc1cccc(/C=N/NC(=O)c2cc(-c3cccn3C)n[nH]2)c1O,i
i,-1.69,C/C=C/c1ccc(OCCCNC)c(OC)c1,i
i,2.17,COc1ccc(CNC(=O)CCNS(=O)(=O)c2ccc(Cl)cc2)cc1,i
i,1.27,O=C(NC(=S)Nc1ccc(Cl)c(C(=O)O)c1)c1cncc(Br)c1,i
i,-0.55,CCN(Cc1ccccc1)S(=O)(=O)c1ccc(C(=O)Nc2nnc(C)o2)cc1,i
i,1.6,CN1CCc2c(sc3c2C(=O)NC(c2ccc4c(c2)OCO4)N3)C1 (stereo unspecified),i
i,0,N=C1C(=O)OCC1c1ccccc1NC(=O)Nc1ccccc1 (stereo unspecified),i
i,1.17,O=C(Nc1ccc(S(=O)(=O)Nc2ccccc2)cc1)C1CC1,i
i,-0.94,O=C(O)CC1C(=O)NCCN1Cc1ccc(F)c(F)c1 (stereo unspecified),i
i,0.43,Cc1cc(C)n(CC(=O)N2N=C(C(F)F)CC2(O)C(F)F)n1 (stereo unspecified),i
i,-1.88,CNC(=O)c1ncoc1-c1ccc(Cl)cc1,i
i,0.01,CCc1c(C)sc2nc(C(C)C)nc(SCC(=O)N3CCc4ccccc4C3)c12,i
i,1.27,Cc1ccc(C)n1-c1ccc(-n2cnnn2)cc1,i
i,0.02,Cc1nc(NC(=O)COC(=O)c2ccc(S(=O)(=O)N3CCc4ccccc4C3)cc2)c(Cl)cc1Cl,i
i,0.32,CC(C)OCCCNC(=O)c1ccc(C2SCC(=O)N2Cc2ccco2)cc1 (stereo unspecified),i
i,-0.09,Cc1cc(C)nc(SCC(=O)Nc2ncc(Cc3ccc(Cl)c(Cl)c3)s2)n1,i
i,1.15,CCC(NC(=O)c1cc(COc2c(F)cccc2F)on1)c1ccncc1 (stereo unspecified),i
i,-0.47,Cc1ccccc1-n1nc2c(c1NC(=O)CCCl)CSC2,i
i,0.01,NC(=O)CSc1nnc(-c2cnccn2)n1-c1ccccc1,i
i,1.95,O=C(CSc1nc2ccc(Cl)cc2[nH]1)NC1CCCc2ccccc21 (stereo unspecified),i
-7.01*,-0.8,CCOC(=O)CC1(NC(=O)c2cc(COc3cccc(OC)c3)on2)CCCCC1,i
i,-0.09,COc1ccc(N2C(=O)/C(=C/c3cccnc3)NC2=S)cc1,i
i,0.04,CC(C)Cc1nnc(NC(=O)c2ccncc2)s1,i
i,-0.07,CCOc1cc2[nH]c(=S)n(C3CC3)c(=O)c2cc1OCC,i
i,0.68,Cc1cc(N2CCOCC2)nc2ccc(NC(=O)CCC(=O)N3CCCCC3)cc12,i
i,-0.03,CC(C)C(=O)Nc1nnc(SCC(=O)N2c3ccccc3CC2C)s1 (stereo unspecified),i
i,0.68,O=C(COc1ccccc1Br)NC1CC1,i
i,-2.76,Brc1ccc(OCc2ccccc2)c(CNCC2CCCO2)c1 (stereo unspecified),i
i,0.01,Cc1nn(-c2cc(N3CCCC3)ccc2[N+](=O)[O-])c(=O)c2ccccc12,i
i,-4.26*,COc1cccc(CC2(CO)CCCN(Cc3cn(C)c4ccccc34)C2)c1 (stereo unspecified),i
i,-0.01,CCN(c1ccccc1)S(=O)(=O)c1ccc(NC(=O)c2ccco2)cc1,i
i,-1.8,C=CCOc1ccccc1CNCc1ccc(F)cc1,-7.55*
i,0.23,Cc1ccccc1-c1nc2ccc(Cl)cc2c(=O)n1O,i
i,-1.52,O=C(NC(=S)Nc1ccc(N2CCOCC2)c(Cl)c1)c1cccs1,i
i,0.43,C=CCNC(=O)CCCOc1cccc(C)c1,i
i,-0.83,COc1ccc(C(=O)NCc2nnc(SCC(=O)N3CCc4ccccc43)n2CCc2ccccc2)cc1,i
i,-2.11,CCn1c(CSCc2ccc(F)cc2)nnc1SCC(=O)NCc1ccccc1,i
i,-2.56,CC(C)(C)OC(=O)NCCCC[C@H](NC(=O)c1nc[nH]c1C(=O)N1CCN(c2ccccc2)CC1)C(=O)OC(C)(C)C,i
i,0.93,N#CCn1c(CN2CCCC2)nc2ccccc2c1=O,i
i,-0.71,Cc1nc(NCc2cccnc2)c2c3c(sc2n1)CCCC3,i
i,0.03,Cc1cccc(C(CC(=O)O)NC(=O)C(F)(F)F)c1 (stereo unspecified),i
i,-0.14,COc1ccc(-c2cc(C(F)(F)F)n3nc(C(=O)NCc4ccco4)cc3n2)cc1,i

Going on with the list.
KCNQ2 inh,Kir21 block,SMILES,CHT block
i,1.95,CC(C)CCNc1nc(N)c([N+](=O)[O-])c(NCC2CCCO2)n1 (stereo unspecified),i
i,-0.04,CC1CN(C2CCN(C(=O)c3ccccc3Cl)CC2)CC(C)O1 (stereo unspecified),i
i,1.11,O=C(/C=C/c1cccc([N+](=O)[O-])c1)NCCSCc1ccccc1Cl,i
i,0.36,CC(C)Sc1ncnc2c1oc1ccccc12,i
i,0.47,O=C1N=C(N2CCCC2C(=O)O)S/C1=C\c1ccco1 (stereo unspecified),i
i,-0.77,COCCCNC(=O)CSc1nc2ccccc2c(=O)n1CCC(=O)NCCc1ccc(OC)c(OC)c1,i
i,-0.55,COc1ccccc1N1CCN(C(c2cccs2)C(C)NC(=O)c2ccco2)CC1 (stereo unspecified),i
i,-1.42,CN(C)c1ccc(C(C#N)c2ccc(Cl)cc2)nn1 (stereo unspecified),i
i,1.33,COC(=O)c1ccc(CNC(=O)c2coc3ccccc3c2=O)cc1,i
i,0.2,COc1ccc(Nc2nc3ccccc3s2)cc1,i

Single entries from the entries so far.
Kir21 block, CC(C)Sc1ncnc2c1oc1ccccc12 → 0.36
Kir21 block, CC(C)CCNc1nc(N)c([N+](=O)[O-])c(NCC2CCCO2)n1 (stereo unspecified) → 1.95

(cont.)
KCNQ2 inh,Kir21 block,SMILES,CHT block
i,-1.14,CCCC(C)NC(=O)CN1C(=O)NC2(CCc3ccccc32)C1=O (stereo unspecified),i
i,1.21,COc1cccc2cc(C(=O)Nc3ccccc3Cl)/c(=N/NS(=O)(=O)c3ccccc3)oc12,i
i,0.91,NC(=O)C1(NC(=O)[C@@H]2CC3(CC(c4cccc(NC(=O)[C@@H]5CCC(=O)N5)c4)=NO3)CN2C(=O)Cc2ccc(C(F)(F)F)cc2)CC1 (stereo partly specified),i
i,0.87,COc1ccc(/C=C(/NC(=O)c2ccccc2)C(=O)N2CCCC2)cc1,i
i,1.43,O=C(O)c1cc(S(=O)(=O)N2CCCC2)ccc1Br,i
i,0.82,COc1ccc(/C=C/C(=O)NCC(=O)N/N=C/c2cccnc2)cc1,i
i,0.45,CC(C)CN(C(=O)COC(=O)c1cc2ccccc2oc1=O)C1CCS(=O)(=O)C1 (stereo unspecified),.
-5.58*,1.25,O=C(c1ccc2ccccc2c1)N1CCN(c2ccccc2)CC1,i
i,-1.08,Cc1ccc(OCc2cc(C(=O)NCC(C)(C)N3CCOCC3)no2)cc1C,i
i,-0.63,O=c1c2ccccc2oc2cc(-c3ccc4[nH]ccc4c3)ccc12,i
i,-0.14,O=C1c2ccccc2C(=O)N1C1CCCCC1,i
i,1.43,C=C(C)CN=c1scc(C)n1/N=C/c1ccco1,i
i,1.11,O=C(CN(C(=O)CNS(=O)(=O)c1ccccc1)C1CCCC1)NCc1ccco1,i
i,0.56,CC(=O)c1ccc(OCc2cc(C(=O)N3CCC(Oc4ccccc4C)CC3)no2)cc1,i

By substructure: those above containing a cyano group (3)
KCNQ2 inh,Kir21 block,SMILES,CHT block
i,-1.63,COc1ccc(-c2nc(C#N)c(NCc3ccccc3Cl)o2)cc1OC,i
i,0.93,N#CCn1c(CN2CCCC2)nc2ccccc2c1=O,i
i,-1.42,CN(C)c1ccc(C(C#N)c2ccc(Cl)cc2)nn1 (stereo unspecified),i

Assay outcomes from PubChem BioAssay.
